# NPR1 activator: GC-A (human) enzyme activation; 0.14% of 370,000 active; AID 1671463; HEK293 GC-A cells, cGMP TR-FRET, EC30 ANP; 0% at EC30 ANP, 100% saturating ANP; P16066; activation, % at 10 µM; in the data active = activation above about 40%
# TCR-CD3 inh: inhibitors of human TCR-CD3 interaction; TAMRA-labeled TCR probe fluorescence, biochemical; inhibition, % at 9.4 µM; 0.37% of 360,000 active; AID 651800; in the data active = inhibition above about 19%;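 note: recombinant mutant TCR 2C K166C tagged with TAMRA read by polarization; 0% = receptor in buffer alone and 100% = receptor with positive control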
# SIAE inh: blocks human sialic acid acetylesterase. 0.69% of 370,000 active. SIAE FP-Rh probe binding, fluorescence polarization. Q9HAT2. inhibition, % at 9.66 µM;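 active = inhibition above a cutoff: mean of compounds within the control limits plus 3 SD of those, cut at about 17% in these data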;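 note: 0% = plate median of compound wells and 100% = probe without SIAE protein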
# UHRF1 binding: UHRF1 methyl-DNA binding inhibition; 0.75% of 370,000 active; Q96T88; UHRF1 binding to methylated oligo, TR-FRET; inhibition, % at 4.4 µM; in the data active = inhibition above about 21%;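 note: UHRF1 SRA domain binding a hemimethylated CpG hairpin DNA probe; 0% = median of test compound wells and 100% = reference inhibitor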
# rCAG binder: molecules binding r(CAG) RNA repeats | r(CAG) RNA repeat, TO-PRO-1 dye displacement fluorescence | 1.3% of 370,000 active | inhibition, % at 3 µM;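 active = inhibition above the plate cutoff, the mean of all test compounds on that plate plus 3 SD, cut at about 35% in these data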;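 note: 0% = DMSO alone and 100% = 100 µM mitoxantrone as full dye displacement; higher means more dye released from RNA so lower well fluorescence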
# PRMT1 inh: inhibitors of human PRMT1. Q99873. 1.3% of 370,000 active. inhibition, % at 2.79 µM. recombinant PRMT1, activity-based probe fluorescence polarization;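 active = inhibition above about 21% made by adding two undisclosed values, limit read from the data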
# mABHD4 FP: inhibits mouse alpha/beta hydrolase domain 4; Q8VD66; 0.54% of 370,000 active; inhibition, % at 8.92 µM; purified mABHD4, FP-Rh probe fluorescence polarization;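 active = inhibition exceeding the mean over every tested compound plus 3 SD, cut at about 30% in these data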;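 note: 0% = plate median of compound wells and 100% = S159A mutant with DMSO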
# Target sequence (Q8VD66 whole entry, looked up, the tested form may be a part): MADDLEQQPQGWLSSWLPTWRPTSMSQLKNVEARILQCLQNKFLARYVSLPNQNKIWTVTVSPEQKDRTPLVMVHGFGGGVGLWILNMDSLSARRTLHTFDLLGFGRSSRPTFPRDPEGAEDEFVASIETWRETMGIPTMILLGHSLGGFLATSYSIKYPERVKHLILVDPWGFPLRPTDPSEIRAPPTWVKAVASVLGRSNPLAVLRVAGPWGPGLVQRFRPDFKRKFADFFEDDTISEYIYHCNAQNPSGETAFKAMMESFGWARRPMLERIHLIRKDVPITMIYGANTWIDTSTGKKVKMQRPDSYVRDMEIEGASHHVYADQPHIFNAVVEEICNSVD
#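 Test system: mABHD4 protein | Buffer or medium: HEPES pH 7.0 buffer, 150 mM NaCl, 0.01% Pluronic F-127 | Probe or stimulus: FP-Rh fluorescent activity-based probe, added after compound pre-incubation | Timing: Pre-incubation 45 min, probe exposure 60 min, at 25 °C | Technique: Fluorescence polarization, excitation 525 nm, emission 598 nm, BODIPY TMR filters | Repeats: Single well per compound (singlicate)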
# HTRA1 inhibitor: inhibitors of human serine peptidase HTRA1; AID 504803; recombinant HTRA1, FP-rhodamine activity-based probe, fluorescence polarization; inhibition, % at 5.96 µM; 0.5% of 340,000 active; Q92743; in the data active = inhibition above about 36%;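 note: 0% = enzyme with DMSO and 100% = wells lacking enzyme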
# Target sequence (Q92743 whole entry, looked up): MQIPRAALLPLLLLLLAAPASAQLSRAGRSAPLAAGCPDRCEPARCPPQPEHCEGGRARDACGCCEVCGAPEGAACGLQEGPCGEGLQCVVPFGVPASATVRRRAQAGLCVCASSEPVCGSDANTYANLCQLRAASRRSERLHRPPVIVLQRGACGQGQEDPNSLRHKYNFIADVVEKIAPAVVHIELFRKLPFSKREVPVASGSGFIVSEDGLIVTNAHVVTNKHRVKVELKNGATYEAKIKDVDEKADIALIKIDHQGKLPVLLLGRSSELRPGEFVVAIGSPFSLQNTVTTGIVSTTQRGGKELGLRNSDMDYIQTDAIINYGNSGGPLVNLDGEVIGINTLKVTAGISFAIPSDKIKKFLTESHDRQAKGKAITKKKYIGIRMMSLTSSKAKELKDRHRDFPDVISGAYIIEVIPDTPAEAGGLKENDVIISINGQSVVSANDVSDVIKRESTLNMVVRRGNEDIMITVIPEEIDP
# MBD2 DNA inh: blocks human MBD2 binding to methylated DNA; 0.31% of 370,000 active; inhibition, % at 4.4 µM; Q9UBB5; TR-FRET, MBD2 binding to methylated oligonucleotide; in the data active = inhibition above about 13%
# NPR2 activator: GC-B (human) receptor activation; 0.11% of 370,000 active; activation, % at 10 µM; HEK293-GC-B cells, CNP EC30, cGMP TR-FRET; 0% at EC30 CNP, 100% saturating CNP; AID 1920062;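 active = activation at 10 µM reaching about 35% in either raw or pattern-adjusted values, limit read from the data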
# * hit, by the source's call; x = not tested or not shown.
SMILES,NPR1 activator,TCR-CD3 inh,SIAE inh,UHRF1 binding,rCAG binder,PRMT1 inh,mABHD4 FP,HTRA1 inhibitor,MBD2 DNA inh,NPR2 activator
COc1ccc(CN=CC2=C(O)CC(C)(C)CC2=O)cc1,4,-5,-3,2,-1,4,-4,-4,5,-1
CCCNC(=O)C(=O)NCC1CCCN1CC (centres undefined),-2,4,-7,6,-1,0,3,-2,-3,0
CN1CCN(C(=O)c2ccccc2NC(=O)COc2ccccc2Cl)CC1,3,13,-4,-1,-5,-1,3,5,-1,1
O=C(Nc1cccnc1)c1cc(-c2ccc(Cl)cc2)on1,22,-5,-1,-2,-2,2,0,-3,-6,-5
CCN(CC)c1ccc(C(=C2C=CC(=[N+](CC)CC)C=C2)c2ccc(S(=O)(=O)O)cc2S(=O)(=O)[O-])cc1,-47,0,5,-15,46*,5,16,18,-23,-72
CCOC(=O)C1=C(C)N(C)C(=S)NC1c1cccc(Cl)c1Cl (centres undefined),7,0,5,1,-4,1,0,-11,-3,11
O=C(N/N=C\c1cc2c(cc1Cl)OCO2)c1cccnc1,-2,-6,0,1,-1,2,8,5,-1,-3
O=C(Nc1nnc(C2=COCCO2)o1)c1ccc([N+](=O)[O-])cc1,1,1,3,-4,2,-4,1,5,-4,-5
CCCCN(C)C(=O)c1nc2ccccn2c1CN1CCN(C/C=C/c2ccccc2)CC1,-4,5,-4,-3,-13,-1,-1,3,-8,-10
C=CCN(c1ccccc1)S(=O)(=O)c1cccc(C(=O)NCc2ccco2)c1,2,3,1,0,6,0,1,-14,3,0
O=C(CNC(=O)C1CCCCC1)NNC(=O)c1ccc(Cl)cc1Cl,1,-5,-7,1,-3,2,1,1,2,1
COc1cc(CN2CCC(Cc3ccccc3)CC2)c([N+](=O)[O-])cc1OC,-2,-2,3,-2,-5,1,11,0,-4,1
COc1ccc(N(CC(=O)NC2CCS(=O)(=O)C2)S(=O)(=O)c2cc(C)ccc2C)cc1 (centres undefined),-5,-10,-1,0,2,2,2,-2,-5,-5
CCCc1nc2cc(C)c(Br)c(C)n2c1CC1CCCCC1,0,3,4,13,7,-4,2,x,3,1
CCN=C1SC(C(=O)Nc2ccc(Cl)c(Cl)c2)CC(=O)N1CC (centres undefined),-3,0,-1,4,1,-2,-1,-10,-5,-1
CC(=O)N1CCN(Cc2nc3cc(NC(=O)c4ccccc4Cl)ccc3n2C)CC1,-4,-9,-6,2,-3,6,-15,4,6,7
CS(=O)(=O)Nc1ccc(-c2cn3cccnc3n2)cc1,0,0,-5,-2,0,-1,3,-5,-4,0
CCc1ccc(NC(=O)Cn2c3[n+](c4c(F)c(F)ccc42)CCCCC3)cc1,4,-1,0,0,9,0,5,-3,5,4
COc1ccc(NC(=O)CSc2nnc(Cn3cnc([N+](=O)[O-])n3)n2C)cc1,4,0,4,4,2,-1,-2,1,1,-5
Cc1ccc(CCC(=O)Nc2ccc(Br)cc2)o1,-5,-3,5,1,-2,-3,-7,-2,-2,0

# Complete entries from above. Order of screens: NPR1 activator | TCR-CD3 inh | SIAE inh | UHRF1 binding | rCAG binder | PRMT1 inh | mABHD4 FP | HTRA1 inhibitor | MBD2 DNA inh | NPR2 activator
# COc1ccc(N(CC(=O)NC2CCS(=O)(=O)C2)S(=O)(=O)c2cc(C)ccc2C)cc1 (centres undefined) across the screens: -5 | -10 | -1 | 0 | 2 | 2 | 2 | -2 | -5 | -5
# CCCNC(=O)C(=O)NCC1CCCN1CC (centres undefined) across the screens: -2 | 4 | -7 | 6 | -1 | 0 | 3 | -2 | -3 | 0

# Later entries.
SMILES,NPR1 activator,TCR-CD3 inh,SIAE inh,UHRF1 binding,rCAG binder,PRMT1 inh,mABHD4 FP,HTRA1 inhibitor,MBD2 DNA inh,NPR2 activator
O=C1C2C(C(=O)N1/N=C/c1cc([N+](=O)[O-])c(O)cc1O)C1C=CC2C12CC2 (centres undefined),-1,8,-1,15,15,2,31*,18,2,-3
O=C(NCN1CCOCC1)c1cnccn1,1,2,6,-1,2,1,6,4,-4,0
COc1ccccc1CNC(=O)CNCC1CCCO1 (centres undefined),1,2,2,-2,-2,-2,15,12,-3,2
COC(CNC(=O)c1ccc2c(c1)ncn2-c1ccc(F)cc1F)OC,3,2,-5,-1,0,-1,5,9,1,0
Cc1nc(C)c(C(=O)Nc2cccc(F)c2)s1,1,1,0,-2,-2,-5,-1,-3,8,1
Cc1cccc(C)c1NC(=O)CN(C)CC(=O)N(C)CC(=O)Nc1ccccc1Br,2,1,-7,-2,-1,-6,-3,-1,2,-3
CCc1nn(CC(=O)NC2CCN(Cc3ccccc3)CC2)c(=O)c2cc3cc(F)ccc3n12,0,8,-3,-2,-1,-3,3,0,-4,-5
Cc1cc(C)cc(NC(=O)COC(=O)CCc2ccc(S(=O)(=O)N3CCOCC3)cc2)c1,-2,3,2,-1,-6,-2,6,3,-1,-2
CCOC(=O)c1[nH]c(=O)c2ccccc2c1O,-1,0,6,-13,-1,-4,1,-2,-13,6
NC(=O)CC(NC(=O)Cc1cccc2ccccc12)c1ccc(NC2CCCCC2)c([N+](=O)[O-])c1 (centres undefined),4,4,-8,-1,6,0,4,8,0,11
CC(C)c1ccc(OC(=O)NCCO)cc1,0,-3,6,0,2,1,-3,0,1,-6
CC(C)C[C@H](NC(=O)NCc1ccccc1Cl)C(=O)O,3,2,8,0,-1,-2,2,-5,-2,5
COc1ccccc1Oc1ccc2c(c1)C(=O)N(c1cccc(O)c1)C2=O,5,-1,-3,0,0,0,-7,-25,0,-2
COc1ccc(C2C(C#N)=C(N)OC3=C2C(=O)CC(C)C3)c(OC)c1OC (centres undefined),5,-3,1,1,-1,1,2,-3,0,5
COC(=O)C(Cc1ccccc1)NC(=O)c1ccc(C)cc1 (centres undefined),0,5,12,-2,-3,-2,3,2,0,1
O=C(CSc1nnc(SCc2ccccc2)s1)N/N=C/c1ccc(C(=O)O)cc1,-1,1,-6,1,22,0,-14,-1,-6,2
COc1ccc(-c2cc(NC=O)c3ncc(-c4ccccc4)n3c2)cc1OC,6,-3,-6,-5,10,0,-4,x,-8,4
O=C(CSc1nc2ccccc2nc1N1CCCCC1)N1CCN(S(=O)(=O)c2ccccc2)CC1,-1,x,-1,0,9,7,0,x,3,-1
O=C1NC(c2ccccn2)Nc2sc3c(c21)CCC3 (centres undefined),2,5,-3,-6,7,2,13,7,-2,1
COc1ccccc1NC(CC(=O)c1ccccc1)C(=O)OCC(=O)c1ccc(Br)cc1 (centres undefined),1,6,-4,-1,4,18,-6,-9,-2,1
COc1ccc(CN2CCC(CNC(=O)NCc3ccccc3)CC2)cc1,3,x,-6,1,3,7,4,x,2,-12
COc1ccc(OCC(=O)Nc2ccc(S(=O)(=O)Nc3cc(C)nc(C)n3)cc2)cc1,-2,-6,-6,0,6,-2,2,-2,1,0
CC(=O)c1cnc2scnn2c1=O,2,-5,3,1,-2,5,6,-4,2,3
COC(=O)CCC/C=C1\SC[C@@H](NC(=O)c2ccccc2)C1NC(C)=O (some centres undefined),1,5,-5,9,0,-1,-4,4,1,2
CN1OC[C@@H]2CN(Cc3ccc(Cl)cc3)[C@H](c3ccc(-n4ccnc4)cc3)C[C@@H]21,-7,-7,2,3,1,1,-2,x,3,-13
Cc1cccc(NC(=O)CN(C)C(=O)C2CC2)c1C,1,-5,2,4,1,4,-6,10,1,3
Cc1c(CNCCc2ccc(Cl)cc2)c(C(=O)O)c(C)n1-c1ccccc1,1,2,6,0,-6,0,6,2,-3,-3
CCN(CC)c1ccc(NC(=O)COc2ccccc2C#N)cc1S(=O)(=O)Nc1ccccc1OC,3,21*,-26,-1,4,2,-44,-42,2,8
COC(=O)[C@]12C[C@H](CC(=O)N3CCSCC3)C(=O)N(Cc3ccc4c(c3)OCO4)C1=C[C@H](C(C)(C)C)O[C@@H]2C,-6,0,-3,0,-1,1,-1,x,1,-4
C=C[C@@](C)(O)CC[C@@H]1[C@@]2(C)CCCC(C)(C)[C@@H]2CC[C@@]1(C)O,3,16,0,-1,-10,-2,-1,-6,0,-5
Cc1nnc(NC(=O)c2ccc(F)c(S(=O)(=O)N3CCOCC3)c2)s1,-2,-2,-7,-1,5,-3,0,0,-2,3
CCCc1nc2ccccc2c(C(=O)O)c1CC,-1,-2,2,3,0,2,3,2,1,2
Cc1nc2ccc(C(=O)O)cc2[nH]1,-1,-2,-2,0,0,0,-2,1,-4,-2
COc1ccc(C2CC(=O)Oc3ccc(OC)cc32)cc1 (centres undefined),-2,1,7,0,7,1,0,6,-8,-8
COc1ccc(/C=C/C(=O)NNC(=O)c2ccncc2)c(OC)c1,-1,-10,0,-3,5,-1,4,-5,-4,4
COc1ccc(CN2CC(C(=O)NCCc3ccccc3)CC2=O)cc1 (centres undefined),2,-2,1,-2,-2,-1,-1,4,-6,3
CCOC(=O)N1C(=O)c2cc(OC)ccc2S1(=O)=O,6,0,-3,0,1,-1,1,0,1,-4
NC(=O)NOCc1ccc(F)cc1Cl,1,-5,-5,3,-2,2,-1,x,4,2

# 4 of these compounds in another layout:
CN1OC[C@@H]2CN(Cc3ccc(Cl)cc3)[C@H](c3ccc(-n4ccnc4)cc3)C[C@@H]21
  NPR1 activator: -7
  TCR-CD3 inh: -7
  SIAE inh: 2
  UHRF1 binding: 3
  rCAG binder: 1
  PRMT1 inh: 1
  mABHD4 FP: -2
  HTRA1 inhibitor: x
  MBD2 DNA inh: 3
  NPR2 activator: -13

Cc1cccc(NC(=O)CN(C)C(=O)C2CC2)c1C
  NPR1 activator: 1
  TCR-CD3 inh: -5
  SIAE inh: 2
  UHRF1 binding: 4
  rCAG binder: 1
  PRMT1 inh: 4
  mABHD4 FP: -6
  HTRA1 inhibitor: 10
  MBD2 DNA inh: 1
  NPR2 activator: 3

Cc1c(CNCCc2ccc(Cl)cc2)c(C(=O)O)c(C)n1-c1ccccc1
  NPR1 activator: 1
  TCR-CD3 inh: 2
  SIAE inh: 6
  UHRF1 binding: 0
  rCAG binder: -6
  PRMT1 inh: 0
  mABHD4 FP: 6
  HTRA1 inhibitor: 2
  MBD2 DNA inh: -3
  NPR2 activator: -3

CCN(CC)c1ccc(NC(=O)COc2ccccc2C#N)cc1S(=O)(=O)Nc1ccccc1OC
  NPR1 activator: 3
  TCR-CD3 inh: 21*
  SIAE inh: -26
  UHRF1 binding: -1
  rCAG binder: 4
  PRMT1 inh: 2
  mABHD4 FP: -44
  HTRA1 inhibitor: -42
  MBD2 DNA inh: 2
  NPR2 activator: 8

# Source: PubChem BioAssay (several laboratories)

# This is a subset (hit frequency here may not be typical).
